TNAP inh noacc: inhibitors of human TNAP without phosphate acceptor; AID 1012; P05186; purified TNAP, CDP-star luminescence, 30 min; inhibition, % at 20 µM; 200,000 compounds, 0.26% hits;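 active means tissue-nonspecific alkaline phosphatase inhibition above about 50% at 20 µM in the single-dose screen, limit read from the data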;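 further: 0% = DMSO negative control and 100% = EDTA positive control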
FLuc inh counter: Photinus pyralis luciferase inhibition counter-screen; AID 1006; 200,000 compounds, 1.5% hits; inhibition, % at 10 µM; ATPLite firefly luciferase biochemical luminescence, 10 min; P08659;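 active means inhibition above about 50% when tested at 10 µM, limit read from the data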
Target sequence (P08659 whole entry, looked up): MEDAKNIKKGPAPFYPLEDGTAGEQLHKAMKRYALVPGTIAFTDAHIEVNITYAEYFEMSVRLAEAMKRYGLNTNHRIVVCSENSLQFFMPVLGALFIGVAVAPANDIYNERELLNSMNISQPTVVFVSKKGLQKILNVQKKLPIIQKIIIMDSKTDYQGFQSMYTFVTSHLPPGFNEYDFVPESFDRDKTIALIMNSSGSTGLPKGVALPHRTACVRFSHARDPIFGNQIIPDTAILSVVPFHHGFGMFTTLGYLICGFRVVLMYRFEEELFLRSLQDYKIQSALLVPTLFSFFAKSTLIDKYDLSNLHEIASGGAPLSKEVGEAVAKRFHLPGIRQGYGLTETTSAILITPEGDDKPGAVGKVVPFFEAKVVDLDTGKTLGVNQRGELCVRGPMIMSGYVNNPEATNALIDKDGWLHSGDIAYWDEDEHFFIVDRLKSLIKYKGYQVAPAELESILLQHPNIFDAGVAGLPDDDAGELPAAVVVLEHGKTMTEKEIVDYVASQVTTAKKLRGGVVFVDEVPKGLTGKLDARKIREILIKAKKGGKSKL
PMI act satM6P: increases human PMI activity with near-saturating mannose 6-phosphate | P34949 | activation factor at 20 µM | 190,000 compounds, 0.34% hits | coupled PMI enzyme assay, resazurin fluorescence, 20 min; hits give high values; 1 = untreated enzyme, 0 = substrate-free blank;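 active means activation factor of 2 or more at 20 µM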
Target sequence (P34949 whole entry, looked up): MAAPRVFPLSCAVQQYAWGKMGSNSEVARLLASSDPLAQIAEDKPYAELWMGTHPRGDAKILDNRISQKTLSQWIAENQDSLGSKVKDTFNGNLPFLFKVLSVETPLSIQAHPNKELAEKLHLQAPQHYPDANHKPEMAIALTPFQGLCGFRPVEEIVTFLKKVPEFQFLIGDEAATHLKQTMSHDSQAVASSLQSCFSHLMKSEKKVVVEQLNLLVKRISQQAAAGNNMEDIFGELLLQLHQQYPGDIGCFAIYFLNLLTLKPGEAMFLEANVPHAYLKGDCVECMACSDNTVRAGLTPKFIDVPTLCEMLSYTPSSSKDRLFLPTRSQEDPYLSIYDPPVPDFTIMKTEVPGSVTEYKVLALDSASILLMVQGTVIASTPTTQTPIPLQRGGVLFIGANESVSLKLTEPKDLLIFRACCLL
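Technique: Diaphorase-driven resazurin-to-resorufin fluorescence, excitation 544, emission 590 nm | Assay system: Human PMI in coupled enzyme assay | Times: Enzyme reaction with compound 20 min at room temperature | Medium: HEPES-buffered pH 7.4 with magnesium and detergent | Reagent: Mannose-6-phosphate 1.0 mM (near-saturating) plus 0.22 mM NADP+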
TNAP act hi DEA: increases human TNAP activity under high phosphate acceptor concentration; P05186; purified TNAP, CDP-star luminescence, 1 M DEA, 30 min; hits give high values; 0 = EDTA background, 1 = DMSO-only activity; activation factor at 20 µM; 200,000 tested, under 10 active; AID 1136;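 active means activation factor at least 2 at 20 µM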
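Measured by: Luminescent substrate turnover signal | Test system: Human TNAP | Input: TNAP 1/800 final | Dosing: 20 µM single point | Schedule: 30 min, room temperature | Controls: EDTA wells as negative control, DMSO wells as positive control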
PMI activator: increases human mannose-6-phosphate isomerase activity; purified human PMI, coupled resazurin fluorescence, 20 min; hits give high values; 1 = vehicle control, 0 substrate-free wells; 190,000 compounds, 0.005% hits; activation factor at 20 µM;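 active means activation factor of 2 or more at 20 µM, relative to plate controls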
bIAP activator: intestinal alkaline phosphatase (bovine) activation; purified bovine IAP, CDP-star luminescence, 30 min; hits give high values; fold of DMSO-control signal, blank-subtracted; activation factor at 20 µM; 200,000 compounds, 0.17% hits; AID 1016;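 active means activation factor of 2 or more at 20 µM, a signal rise over negative controls twice the positive control's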
TNAP inh hi DEA: blocks human TNAP under high phosphate acceptor concentration; P05186; inhibition, % at 20 µM; 200,000 compounds, 0.03% hits; purified TNAP, CDP-star luminescence, 1 M DEA;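 active means over 50% inhibition of tissue-nonspecific alkaline phosphatase at 20 µM in the single-dose screen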;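 further: plate controls were DMSO wells for no effect and EDTA-quenched wells as full inhibition for full effect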
APP 5'UTR act: activates APP 5'UTR luciferase reporter; SH-SY5Y APP 5'UTR luciferase reporter, luminescence; zero percent = DMSO vehicle wells; activation, % at 2 µM; 190,000 compounds, 1% hits; AID 1276;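 active means activation above a set limit, based on mean plus 3 SD of controls, cut at about 140% in these data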; further: values of inactives mirror those of a sister screen read the other way
FLuc act counter: affects firefly luciferase, flagging false hits in luciferase stimulation screens; 200,000 tested, under 10 active; activation factor at 10 µM; AID 1027; ATPlite luciferase biochemical, luminescence, 10 min; 0 = ATP-free wells, 1 = DMSO control;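 active means luciferase activation factor, scaled between plate controls, of at least 2 with compound at 10 µM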
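Assay system: Luciferase/luciferin detection reagent, cell-free biochemical luciferase assay / Read-out: luciferase activation / Benchmarks: No-ATP low control, compound-free enzyme-plus-ATP high control / Medium: PBS buffer for ATP / Detection: luminescence measurement of luciferase light output / Schedule: 10 min at ambient temperature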
NF-kB neuron act: compounds increasing NF-kB expression in human neuronal cells. NF-kB reporter expression; hits give high values. fold change at 12.5 µM. 190,000 compounds, 1.6% hits. AID 1239; in the data active means fold change above about 3.3
* marks the source's active call; other numbers are inactive results; nt = not tested or not shown.

SMILES	TNAP inh noacc	FLuc inh counter	PMI act satM6P	TNAP act hi DEA	PMI activator	bIAP activator	TNAP inh hi DEA	APP 5'UTR act	FLuc act counter	NF-kB neuron act
Cc1noc(C)c1C(=O)N1CCCC(C(=O)c2cccc(OC(C)C)c2)C1 (stereo not given)	0.7	-8.5	1	1.1	1	1	-7.7	-2.0	1.1	1.16
CS(=O)(=O)N(CC(N)=O)c1ccc2c(c1)OCO2	-14.0	-2.4	1	1	1	0.9	-3.1	3.9	1	1.12
CC(CC(=O)Nc1cccc(Cl)c1)c1ccccc1 (stereo not given)	-14.6	-3.1	0.9	1	0.9	0.9	1.1	-9.6	1	1.23
Cc1cc(-c2nn(C)c(=O)c3ccccc23)ccc1CNC(=O)NC1CCCCC1	-60.4	-3.2	1.2	1	1.1	1.2	0.3	1.4	1	0.86
COc1ccc(CSc2nnc(CNS(C)(=O)=O)o2)cc1	-9.5	-6.0	1	1	1	0.9	-3.6	12.5	1.1	0.95
CC(=O)Nc1ccc(NS(C)(=O)=O)cc1	-13.7	-3.1	1	1.1	1.1	1	-8.9	7.8	1	1.3
CC1CCN(CCNC(=O)c2ccc(NC(=O)C3CCCO3)cc2)CC1 (stereo not given)	-5.9	-10.4	1	1.1	0.9	1	-7.1	17.0	1.1	1.14
COc1ccc(Cn2nnnc2CN(CCCN2CCOCC2)Cc2cc3cc(OC)ccc3[nH]c2=O)cc1	-11.4	-6.6	0.9	1.1	0.9	1.1	-5.0	31.3	1.1	0.88
COc1ccccc1NC(=O)CSc1nnc(CC(=O)Nc2ccccc2)n1C	-9.1	5.9	0.9	1	1	1	-3.4	-10.1	0.9	1.23
Cc1cc(C)n2cc(CSC3=NCCS3)nc2n1	-2.6	-3.8	0.9	1	0.9	1	-2.7	0.3	1	1.18
CC(=O)Nc1ccc(-c2nnc(SCc3ccc(C)cc3)n2C)cc1	-16.8	-8.5	1.1	1.1	1.1	1	-5.0	-25.2	1.1	1.03
O=c1[nH]c2ccc(Cl)cc2c(-c2ccccc2)c1SC(=S)N1CCOCC1	-3.0	-3.0	0.9	1	0.9	1	-4.0	23.5	1	1.02
CCOc1ccc(C2CC(c3cccc(OC)c3)Nc3ncnn32)cc1 (stereo not given)	-2.9	-4.5	0.8	1	0.9	1.1	-0.9	-3.3	1	1.03
Cc1c(NC(=O)CN2CCCc3ccccc32)c(=O)n(-c2ccccc2)n1C	5.7	-2.6	1	1	1	1	-4.2	-1.2	1	1.45
Cc1ccc(S(=O)(=O)N(CCCO)CC(O)CON=C2c3ccccc3-c3ccccc32)cc1 (stereo not given)	0.4	-7.0	0.9	1	0.9	0.8	-0.2	-7.6	1.1	0.4
CCOC(=O)C1(CCCc2ccccc2)CCN(Cc2cnn(C)c2)CC1	-11.1	-7.5	1	1.1	0.9	1.1	-5.2	13.9	1.1	0.9
CCOC(=O)c1ccc(N=c2sc(C(=O)OC)cc(=O)n2Cc2ccc3c(c2)OCO3)cc1	-10.2	1.8	1	1	1	1.1	-2.6	8.3	1	1.44
CCOC(=O)C1(CCCc2ccccc2)CCN(Cc2nccn2CC)CC1	-3.5	-4.4	1	1.1	0.9	1.1	-5.6	7.2	1	0.65
CCC(=O)NNc1nc2c(F)cc(F)cc2s1	-150.1	-3.4	0.9	1	0.9	1.4	-4.7	-5.2	1	1.13
CCCCNC(=O)CCC(=O)Nc1ccc2nc(N3CCN(C)CC3)cc(C)c2c1	3.1	-2.2	0.9	1	0.9	1	-0.8	13.3	1	1.41
O=C(NCCCn1ccnc1)c1cc2nc(-c3ccc(Br)cc3)cc(C(F)(F)F)n2n1	4.7	-9.0	1.1	1	1.1	0.9	-3.2	10.5	1.1	1
COc1cc(-c2nc3ccccn3c2/N=C/c2ccc(F)cc2)ccc1O	15.2	3.0	0.9	0.9	1	1	12.7	2.4	1	nt
N/C(=N/O)c1nc(N2CCCC2)nc(N(c2ccccc2)c2ccccc2)n1	-10.5	-10.9	1	1.1	0.9	1	-5.1	-17.4	1.1	0.97
O=C(C(Sc1ccccc1)c1ccc(Br)cc1)N1CCOCC1 (stereo not given)	-13.3	-1.9	1	1	0.9	0.9	-4.2	4.0	1	0.87
Cn1cccc1/C=N/NC(=O)c1cc(-c2cccs2)nc2ccccc12	-3.8	2.0	1	1	1	1	-2.7	-46.7	1	1.04
COc1ccc(NC(=S)N(CCc2ccc(OC)c(OC)c2)Cc2ccccn2)cc1	-6.6	-4.5	0.8	1	0.9	1.2	-3.7	24.7	1	0.91
OC(CCN1CCC2(CC1)OCCO2)C(F)(F)F (stereo not given)	-6.9	-6.9	1.1	1.1	1.1	0.9	-5.6	-8.8	1.1	1.06
Cc1nc(-c2ccc(Cl)cc2)sc1C(=O)O	-7.1	6.6	1	1.1	1.3	0.9	-5.6	45.9	0.9	2.19
O=C(CCCN1C(=O)c2ccccc2C1=O)Nc1ccccc1C(=O)N1CCOCC1	-10.6	-0.2	1.1	1	1.1	0.9	-3.3	-7.6	1	0.91
O=C(NCC1(c2ccccc2)CCCC1)C(=O)N1CCOCC1	8.8	-5.1	1.1	1	1.1	1.1	2.7	-7.4	1.1	0.89
Cc1ccc(C(=O)Nc2cccnc2)cc1[N+](=O)[O-]	-8.4	0.0	1.1	1	1.1	1.1	-2.2	-6.3	1	1.35
Oc1ccc(-c2nccc(-c3ccc(Cl)cc3)n2)cc1	-8.1	-6.2	1.1	1.1	1	1	-6.8	25.0	1.1	1.5
COc1ccc(CNC(=O)COc2ccc(S(=O)(=O)NC(C)C)cc2)cc1	-6.6	-19.2	1	1.1	1	0.9	-7.4	-6.3	1.2	1.1
CCN(CC(=O)NCc1ccc(F)cc1)c1ccc(S(C)(=O)=O)cc1[N+](=O)[O-]	-5.6	-3.8	1	1	1	1	0.9	10.9	1	nt
N=c1n(Cc2ccccc2)c2ccccc2n1CC(O)COc1ccccc1 (stereo not given)	-19.4	-3.5	1	1.1	1	1.1	-6.7	28.5	1	0.69
COc1cccc(NC(=O)COC(=O)Cc2ccc(Cl)cc2)c1	-4.9	0.4	1	1	1.1	1.1	-2.2	10.2	1	1.24
CCOc1ccc(NC(=O)c2nsc(Cl)c2Cl)cc1	-5.4	50.7*	1	1	1	0.8	-3.3	234.0*	0.5	6.4*
CCn1c(SCC(=O)Nc2sc3c(c2C#N)CCCC3)nnc1-c1ccco1	34.6	-0.7	1	0.5	0.9	1	52.6*	-9.6	1	0.79
Cc1ccc(Cl)cc1NC(=O)CCN1C(=O)C2C3CCC(C3)C2C1=O (stereo not given)	-8.1	-7.1	1	1	1	1.2	-3.3	11.3	1.1	0.89
Cc1nc(N2CCCCC2)c(C#N)c(C)c1[N+](=O)[O-]	-6.5	-3.9	1	1	1	1	-0.6	19.1	1	1.2
CCn1c(SCC(=O)Nc2nc(C)cs2)nnc1C(C)NC(=O)c1ccccc1 (stereo not given)	-9.5	-4.5	1.1	1.1	1	0.9	-5.3	8.8	1	0.98
O=c1c2ccccc2sn1-c1nccs1	-26.1	2.7	0	1.1	-0.1	1	-7.5	-18.7	1	1.52
Cc1cc(NC(=O)CCC(=O)N(C2CC2)C2(C(=O)NC3CCCC3)CCC(C)CC2)no1 (stereo not given)	-1.6	-7.7	1	1	0.9	1	-3.7	20.8	1.1	0.97
COc1cc(C)nc2nc(SCc3ccccc3)nn12	-12.6	5.2	0.9	1.1	1	0.8	-5.4	3.0	0.9	1.22
O=C(COc1ccccc1C(=O)O)Nc1ccc(SC(F)F)cc1	-15.5	-1.7	1.1	1	1.2	1	-4.6	-16.9	1	1.29
CCOc1cc(C(=O)Nc2ccc(N3CCOCC3)cc2)cc(Br)c1OC	-9.8	-6.2	0.9	1	1	0.9	0.1	8.4	1.1	1.94
CCN(CC)S(=O)(=O)c1cccc(NC(=O)COC(=O)C2CC3C=CC2C3)c1 (stereo not given)	0.1	-6.6	0.9	1	1	1	-4.2	6.4	1.1	1.01
O=C(O)c1cccc(NC(=O)C23CC4CC(C2)CC(n2cnc(Cl)n2)(C4)C3)c1	-15.5	-4.4	1.1	1	1.1	0.9	-3.5	-43.4	1	1.25
C=C(C)CNC(=O)CCc1nnc(Cc2cccc(C(F)(F)F)c2)o1	-4.7	-7.3	nt	1	nt	1.2	-2.2	57.1	1.1	2.67
CN(C)C(=O)c1ccc(COc2ccccc2Br)o1	-11.2	15.3	0.9	1	0.8	1	-1.8	76.2	0.8	2.25
CS(=O)(=O)N1CCC(C(=O)Nc2ccc(OCc3ccccc3)cc2)CC1	-11.7	-8.3	0.8	1	0.9	1	-1.8	-1.3	1.1	1.46
COC(=O)c1ccc(OC)c(-c2c(OC)cc(OC)cc2OC)c1	-2.0	-1.6	0.8	1	0.9	0.9	0.6	-8.5	1	1.11
O=C(Nc1nnc(-c2ccccn2)o1)c1cccc(Cl)c1	-6.6	1.8	1.1	1	1.2	1.1	-1.3	1.6	1	1.18
Cc1ccc2nc(SCc3ccc([N+](=O)[O-])cc3)nc(C)c2c1	-4.3	-2.5	0.8	1	0.8	0.9	-2.6	2.9	1	0.93
COc1ccc(S(=O)(=O)Nc2nc3n(n2)C(c2ccc(Cl)cc2)CC(=O)N3)cc1 (stereo not given)	-21.1	1.0	1	1.1	1	1.3	-5.5	10.1	1	1.12
O=S(=O)(NCC1CCCO1)c1cnc(Cl)c(Br)c1 (stereo not given)	-6.8	-5.6	1	1	1	1	-0.5	-9.3	1.1	1.25
Cc1ccc(SC(C)C(=O)Nc2ccc(S(=O)(=O)N3CCOCC3)cc2)cc1 (stereo not given)	-4.1	1.0	0.9	1	0.8	1	-0.4	-2.1	1	1.16
C=CCN=C(NC#N)SCCc1ccccc1	-10.1	-2.7	1	1.1	1.1	0.7	-5.1	3.7	1	1.29

Screens (PubChem BioAssay)
